Screening results from PubChem BioAssay.
PABP1 MLLE inh = blocks PAM2 peptide binding to the PABP1 MLLE domain; P11940; inhibition, % at 20 µM; AID 588489; 0.36% of 360,000 active; GST-MLLE / FITC-PAM2 fluorescence polarization; in the data active = inhibition above about 35%, passing the limit was not always enough;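 note: plate controls were DMSO wells with GST-MLLE for no effect and wells lacking GST-MLLE protein for full effect; some results filed as inactive read as strong as hits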
NRP1-CendR mod = alters CendR peptide binding to human NRP-1; O14786; FAM-RPARPAR peptide binding to NRP-1, fluorescence polarization; inhibition, % at 25 µM; 0.85% of 360,000 active; AID 602438;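 active = inhibition or corrected inhibition above about 18%, plus a signal ratio from 0.5 to 1.5, limit read from the data, passing the limit was not always enough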; note: strong numbers were not always called active
FAS-TE inh = FAS thioesterase (human) inhibition | 0.67% of 360,000 active | P49327 | inhibition, % at 15 µM | recombinant FAS-TE, OMFH fluorogenic substrate, fluorescence endpoint | AID 602261;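 active = compounds whose normalised, plate-corrected inhibition of enzyme fluorescence in the single-dose primary screen is 50% or more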;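 note: 0% = DMSO with enzyme and 100% = substrate without enzyme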
SKN-1 block = inhibitors of C. elegans SKN-1 | 0.49% of 360,000 active | C. elegans VP596 Pgst-4::GFP/RFP ratio, acrylamide-induced, 24 h | AID 624304 | inhibition, % at 21.8 µM;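 active = interference check ratio from 0.5 to 1.5 plus GFP to RFP signal ratio inhibition reaching or exceeding a fixed threshold, cut at about 30% in these data, passing the limit was not always enough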; note: some compounds called inactive have numbers as strong as hits
TbMetRS inhib = Trypanosoma brucei MetRS inhibition. purified T. brucei MetRS, ATP depletion, Kinase-Glo luminescence. inhibition, % at 11.9 µM. 0.4% of 360,000 active;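 active = inhibition above a per-plate cutoff of the control wells' mean inhibition plus 3 SD, cut at about 5.5% in these data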;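 note: 0% = DMSO wells median and 100% = median of wells with control inhibitor compound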
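Material: parasite MetRS enzyme / Replication: singlicate, one well per compound / Signal: luminescence of leftover ATP / Schedule: 2 h aminoacylation at 25 °C after 15 min preincubation / Medium: HEPES-MgCl2-KCl buffer plus DTT, spermine, BSA, pyrophosphatase / Doses: 11.9 µM single point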
MsrA inh = inhibitors of bovine MsrA; purified bovine MsrA, absorbance read-out; inhibition, % at 15.5 µM; 0.75% of 360,000 active; in the data active = inhibition above about 4.5%;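 note: 0% = vehicle wells with enzyme and 100% = reference inhibitor wells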
eLon inh = inhibitors of E. coli Lon protease. P0A9M0. purified E. coli Lon protease, fluorescence polarization. inhibition, % at 7.94 µM. 0.42% of 360,000 active. AID 602123; in the data active = inhibition above about 13%, passing the limit was not always enough;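 note: 0% = enzyme with probe and DMSO and 100% = no enzyme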
Target sequence (P0A9M0 whole entry, looked up): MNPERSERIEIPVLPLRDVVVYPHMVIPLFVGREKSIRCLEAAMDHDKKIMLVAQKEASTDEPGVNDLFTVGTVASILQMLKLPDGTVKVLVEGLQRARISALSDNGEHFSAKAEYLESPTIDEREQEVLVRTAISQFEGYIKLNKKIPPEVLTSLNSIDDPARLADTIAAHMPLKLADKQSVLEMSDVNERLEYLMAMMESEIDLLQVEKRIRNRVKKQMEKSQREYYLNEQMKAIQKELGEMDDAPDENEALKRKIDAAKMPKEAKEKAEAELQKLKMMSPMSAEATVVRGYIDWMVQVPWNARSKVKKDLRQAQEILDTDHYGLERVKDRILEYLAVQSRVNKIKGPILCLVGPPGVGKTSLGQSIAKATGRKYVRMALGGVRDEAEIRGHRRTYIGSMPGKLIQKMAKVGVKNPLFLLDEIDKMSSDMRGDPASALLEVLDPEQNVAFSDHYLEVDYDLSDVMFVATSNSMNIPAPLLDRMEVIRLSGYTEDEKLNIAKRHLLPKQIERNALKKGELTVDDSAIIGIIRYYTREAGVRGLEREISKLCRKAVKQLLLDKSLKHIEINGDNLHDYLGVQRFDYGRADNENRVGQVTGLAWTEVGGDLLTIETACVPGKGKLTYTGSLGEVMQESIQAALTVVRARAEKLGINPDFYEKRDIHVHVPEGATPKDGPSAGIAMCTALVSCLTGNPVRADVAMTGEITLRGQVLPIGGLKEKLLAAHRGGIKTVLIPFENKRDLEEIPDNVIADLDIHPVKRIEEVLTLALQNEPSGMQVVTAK
MT1-MMP act inh = inhibitors of human MT1-MMP activation; P50281; HT1080 RFP-PRO-GFP cells, GFP/RFP ratio fluorescence, overnight; percent of plate control window, DMSO zero; GFP/RFP ratio change, % at 20 µM; 0.061% of 360,000 active; AID 651647;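 active = GFP/RFP ratio change of at least 30% with cell ATP level not reduced by more than half and red fluorescence within 50% of control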; note: strong numbers were not always called active
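Test system: HT1080 RFP-PRO-GFP cells; Benchmarks: DMSO and RFP-L50D-GFP cell wells; Timing: cells overnight before dosing, compound overnight, 37 °C, 5% CO2; Compound: one 20 µM compound dose with 1% DMSO; Read-out: GFP/RFP fluorescence ratio.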
MsrA act = bovine methionine sulfoxide reductase A activation; purified bovine MsrA, absorbance read-out; activation, % at 10.6 µM; 0.3% of 360,000 active; in the data active = activation above about 7.5%;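 note: 0% = vehicle and 100% = reference activator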
* = called active by the depositor; · = not tested or not shown.

(1) N#CCSc1n[nH]c2nc3c(c(=O)n12)C1(CCCC1)Cc1ccccc1-3
(2) O=C(O)c1cc(S(=O)(=O)O)cc(Nc2c3ccccc3nc3ccccc23)c1O
(3) CCCCCCCCCCC[N+](C)(C)CC/C=C1/c2ccccc2Sc2ccc(Cl)cc21
(4) O=C(NCc1cc(C(F)(F)F)cc(C(F)(F)F)c1)c1cc(-c2cc(F)ccc2OCC2CCCO2)n[nH]1 (stereo not drawn)
(5) C=CCOc1c(CNC2CCCC2)cc(Cl)cc1OC
(6) COc1cc(OC)cc(-c2nc(N)n[nH]2)c1
(7) CCOc1ccccc1OCCCC(=O)NC1CCCc2ccccc21 (stereo not drawn)
(8) Cc1cccc(-n2ncc(C#N)c2N)c1
screen / no.	1	2	3	4	5	6	7	8
PABP1 MLLE inh	9	7	11	9	-4	-2	-3	-9
SKN-1 block	7	6	7	14	-10	-8	4	-13
MT1-MMP act inh	1	0	-24	2	-6	-1	1	1
TbMetRS inhib	0.6	-0.4	-0.5	0.1	-0.9	0.1	-1.1	-1.8
eLon inh	-7	-2	-3	-12	4	0	-5	-8
NRP1-CendR mod	9	2	0	2	10	2	7	4
MsrA act	6	-2	0	-3	-1	-5	-9	-12
MsrA inh	1.2	-0.1	·	-1.3	-0.1	-0.4	-0.7	2.1
FAS-TE inh	-23	-8	-128	-2	-5	-7	1	-4

(9) O=C(CS(=O)(=O)c1ccccc1)NC1CCCCC1
(10) COc1ccc2nc(COC(=O)c3cccc([N+](=O)[O-])c3)c(C(C)=O)[n+]([O-])c2c1
(11) COc1ccc2oc(=O)c(-c3csc(Nc4cccc(O)c4)n3)cc2c1
(12) COc1ccc(CNC(=O)CN2C(=O)CC(c3ccccc3)=Nc3ccccc32)cc1
(13) O=C(NCc1ccc(Cl)nc1)c1csc([C@@H]2C[C@H](O)[C@@H](CO)O2)n1
(14) O=C1C=C(c2ccc(-c3ccccc3)c(F)c2)C[C@@H](c2ccc(F)cc2)C1
(15) COc1ccc(/C(C)=N/NC(=O)c2ccccc2N)cc1
(16) CC(=O)Nc1cnc(-c2ccccc2C(C)=O)cn1
screen / no.	9	10	11	12	13	14	15	16
PABP1 MLLE inh	-3	-3	-36	12	-10	5	1	2
SKN-1 block	-5	1	8	2	7	9	6	1
MT1-MMP act inh	1	1	2	0	-2	3	-3	-2
TbMetRS inhib	-0.4	-1.0	0.0	-0.2	-0.4	0.4	-0.7	-0.2
eLon inh	0	-4	5	-4	5	-14	10	-9
NRP1-CendR mod	-4	-9	-13	3	2	-4	-10	2
MsrA act	0	-4	-2	-3	-11	-5	-5	-2
MsrA inh	-0.5	0.0	1.0	-0.8	2.0	1.4	0.6	-0.2
FAS-TE inh	-7	9	17	1	0	25	4	-7

(17) CCc1ccc(OCC(=O)N2CCN(c3ccccn3)CC2)c(Br)c1
(18) CSc1cccc(CN2CCN(CCc3ccccc3)C(CCO)C2)c1 (stereo not drawn)
(19) O=C(c1cnc2sccn2c1=O)N1CCCc2ccccc21
(20) CC(C)CN1C(=O)CN(S(C)(=O)=O)CC1(C)C(=O)Nc1ccc2c(c1)OCCO2 (stereo not drawn)
(21) O=C(CN(CC1CCCO1)C(=O)CNS(=O)(=O)c1ccc(Cl)cc1)NCc1ccc(F)cc1 (stereo not drawn)
(22) COc1ccccc1C(N)=S
(23) O=C(Nc1ccc(S(=O)(=O)N2CCOCC2)cc1)c1ccccc1F
(24) Cc1cc(SCC(=O)Nc2ccccc2)n2ncc(-c3ccccc3)c2n1
screen / no.	17	18	19	20	21	22	23	24
PABP1 MLLE inh	-5	-16	-3	·	-2	40*	7	-37
SKN-1 block	3	12	-2	-10	0	-6	0	-2
MT1-MMP act inh	-1	-2	-4	13	1	4	3	-4
TbMetRS inhib	-0.3	0.0	-0.5	-1.0	0.2	1.0	-0.3	-0.6
eLon inh	3	2	-4	·	-8	-3	-3	8
NRP1-CendR mod	3	5	-10	-18	-6	-8	8	-21
MsrA act	-2	-2	-5	·	0	-1	-3	-5
MsrA inh	-0.4	1.4	2.5	-0.2	-1.3	1.1	-0.2	0.1
FAS-TE inh	8	-2	4	·	5	-8	-1	7

Whole records, looked up by structure.
`O=C(Nc1ccc(S(=O)(=O)N2CCOCC2)cc1)c1ccccc1F` in the list: PABP1 MLLE inh: 7; SKN-1 block: 0; MT1-MMP act inh: 3; TbMetRS inhib: -0.3; eLon inh: -3; NRP1-CendR mod: 8; MsrA act: -3; MsrA inh: -0.2; FAS-TE inh: -1
`O=C(CN(CC1CCCO1)C(=O)CNS(=O)(=O)c1ccc(Cl)cc1)NCc1ccc(F)cc1` (stereo not drawn) in the list: PABP1 MLLE inh: -2; SKN-1 block: 0; MT1-MMP act inh: 1; TbMetRS inhib: 0.2; eLon inh: -8; NRP1-CendR mod: -6; MsrA act: 0; MsrA inh: -1.3; FAS-TE inh: 5
`COc1ccccc1C(N)=S` in the list: PABP1 MLLE inh: 40*; SKN-1 block: -6; MT1-MMP act inh: 4; TbMetRS inhib: 1.0; eLon inh: -3; NRP1-CendR mod: -8; MsrA act: -1; MsrA inh: 1.1; FAS-TE inh: -8

Additional results:
(25) Cc1ccc(OCC(=O)N/N=C\c2cn(C)c3ccccc23)c([N+](=O)[O-])c1
(26) O=c1nc2ccccc2c2n1CC(CN1CCN(c3ccc(F)cc3)CC1)N2 (stereo not drawn)
(27) O=C(Nc1ccc([N+](=O)[O-])cc1)c1ccc(Cn2cc([N+](=O)[O-])cn2)cc1
(28) COCC(=O)Nc1ccc(C)c(Cl)c1
(29) Cc1nc2c(OCCN3C(=O)c4ccccc4C3=O)cccn2c1N(C)C(=O)CCC1CCCC1
(30) O=C(CSc1nncs1)NCc1ccc2c(c1)OCO2
(31) N#CC1=C(N)C2=CCCC[C@H]2[C@H](c2ccccc2)C1(C#N)C#N
(32) COc1cccc(CNCCO)c1OCc1ccc(Cl)cc1
screen / no.	25	26	27	28	29	30	31	32
PABP1 MLLE inh	5	-9	-2	-4	3	5	6	-9
SKN-1 block	-12	-4	-6	-10	18	7	11	-2
MT1-MMP act inh	0	6	-8	1	1	1	-24	-2
TbMetRS inhib	-0.8	-0.1	0.1	-1.0	-0.1	-0.3	0.1	-0.4
eLon inh	4	-2	-10	0	-15	-5	4	-3
NRP1-CendR mod	9	-6	-3	-3	-10	2	-25	-5
MsrA act	-7	0	-2	0	-3	-2	-3	-1
MsrA inh	-1.0	0.2	1.1	-1.2	-0.4	1.1	0.8	1.4
FAS-TE inh	11	-3	35	-3	1	-9	-1	-5

(33) COc1cc(/C=C/c2cccc[n+]2C)ccc1OCC(=O)Nc1ccccc1
(34) O=C(CN(c1ccccc1F)S(=O)(=O)c1ccccc1)NC1CCCCCC1
(35) CC(=O)OCC1=C(C(=O)O)N2C(=O)C(NC(=O)c3ccc(COc4c(C)cccc4Cl)o3)C2SC1 (stereo not drawn)
(36) O=C(NCc1n[nH]c(=S)n1-c1cccc(Cl)c1)c1cccs1
(37) Cc1ccc(S(=O)(=O)NC(CN2CCOCC2)=NCCNS(=O)(=O)c2ccccc2)cc1
(38) COc1ccc(NC(=O)CCN2CCN(S(=O)(=O)c3cc(Cl)ccc3Cl)CC2)cc1
(39) COc1ccccc1CNC(=O)CN(C)S(=O)(=O)c1cccc2cccnc12
(40) O=C(O)C(C/C(=N/O)c1ccc(Br)cc1)P(=O)(c1ccccc1)c1ccccc1 (stereo not drawn)
screen / no.	33	34	35	36	37	38	39	40
PABP1 MLLE inh	-117	-4	16	6	7	4	5	-3
SKN-1 block	7	-2	-1	1	3	5	-22	-7
MT1-MMP act inh	-1	-5	-5	-1	0	5	1	-1
TbMetRS inhib	-0.2	-0.7	-0.4	0.4	-0.7	-0.7	-0.5	-0.1
eLon inh	-2	3	-1	-1	-3	1	11	1
NRP1-CendR mod	-8	4	-18	2	36*	-3	-2	-10
MsrA act	-3	-1	-8	-2	2	-1	-3	-4
MsrA inh	-0.2	·	0.5	0.4	-0.1	0.3	1.6	0.3
FAS-TE inh	-7	16	-7	-6	-4	7	-3	-8

(41) CCc1ccc2[nH]c(=O)c(CN(Cc3ccc(F)cc3)C(c3nnnn3CCN3CCOCC3)C(C)C)cc2c1 (stereo not drawn)
(42) FC(F)(F)c1cc(Cl)c2nc(-c3ccco3)c(Cc3ccccc3C(F)(F)F)n2c1
(43) COCCN=c1scc(-c2ccccc2)n1/N=C/c1c[nH]c2ccccc12
(44) O=S(=O)(N/N=C\c1ccccc1O)c1ccc(Cl)cc1
(45) O=C(CN1CCN(S(=O)(=O)N2CCCCCC2)CC1)Nc1ccc(F)cc1
(46) COc1ccccc1-n1c(SCC(=O)O)nc2sc3c(c2c1=O)CCC3
(47) CC(=O)Nc1nnc([N+](=O)[O-])s1
(48) Cc1cc(C(=O)N2CCc3ccccc3C2)c(C)o1
screen / no.	41	42	43	44	45	46	47	48
PABP1 MLLE inh	8	·	-16	-14	4	9	24	-21
SKN-1 block	23	8	35	-6	7	4	0	-1
MT1-MMP act inh	-17	-3	3	0	2	-6	-1	-3
TbMetRS inhib	-0.3	0.1	-0.6	-0.4	-0.6	-0.8	-0.2	-0.3
eLon inh	-5	-6	5	4	7	-3	3	-2
NRP1-CendR mod	-2	-37	5	15	-1	0	5	-2
MsrA act	8.6*	-6	-10	-1	-1	-3	4	-3
MsrA inh	·	-0.8	2.7	0.3	-1.6	0.8	0.1	0.6
FAS-TE inh	9	11	24	-2	-3	-5	-4	-5

(49) CC1CCN(C(=O)c2[nH]cnc2C(=O)Nc2cccc(Cl)c2)CC1
(50) O=C(CCNC(=O)c1ccc([N+](=O)[O-])cc1)Nc1ccccc1N1CCOCC1
(51) CC(C)C(=O)Nc1ccc2c(c1)C(=O)NC2=O
(52) Brc1ccc(-c2nnc(-c3ccccc3Br)o2)cc1
(53) O=C(COC(=O)c1ccccc1NS(=O)(=O)c1cccs1)NCC12CC3CC(CC(C3)C1)C2
screen / no.	49	50	51	52	53
PABP1 MLLE inh	5	-32	3	7	0
SKN-1 block	23	16	-7	65*	5
MT1-MMP act inh	5	-4	-1	0	-1
TbMetRS inhib	-0.1	-0.6	0.0	-0.2	-0.3
eLon inh	-5	-1	1	5	0
NRP1-CendR mod	14	7	3	4	-15
MsrA act	-3	0	-3	-2	-4
MsrA inh	0.1	-0.6	2.0	-0.4	-0.1
FAS-TE inh	10	14	-5	30	25
